MLL CXXC-DNA inh: blocks binding of human MLL CXXC domain to DNA; Q03164; AID 2662; MLL-CXXC / FITC-HOXA9 DNA fluorescence polarization; actives 0.037% (n = 290,000); Potency, µM (titrated, usually from 115 µM), without a hit: at the highest dose activity change, negative = inhibition, hits mostly inhibitors; active means well fitted inhibition curve with a large enough effect in the polarisation, with a control signal flat, not every such curve was filed as active; inconclusive means small, poorly fitted or top-dose-only effect, or effect the other way, or a change in a side signal; inactive means no such curve, though single readings can be large or run the other way; the % refers to the polarisation; further: potency means the concentration at half of the fitted maximal effect
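Steps: dispense CXXC domain solution (7 uM) → pin compounds or unlabeled HOX-A9 DNA control → 5 min ambient → add FLSN-HOX-A9 solution (50 nM) → spin → 30 min ambient → fluorescence polarization. Tris pH 7.5/NaCl/DTT/BSA buffer.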
PTAP TSG101 blk: blocks PTAP/TSG101 interaction to inhibit HIV-1 budding | Q99816 | Fluorescence polarization, FITC-PTAP peptide / Tsg101 binding | Potency, µM (highest dose often 115 µM), for inactives: top-dose activity change, negative = inhibition, hits mostly inhibitors | 340,000 tested, under 10 active | AID 493005; active means well fitted inhibition curve with a large enough effect in the main read-out, with a control signal flat, not every such curve was filed as active; inconclusive means small, poorly fitted or top-dose-only effect, or effect the other way, or a change in a side signal; inactive means no such curve, though single readings can be large or run the other way; further: potency means the concentration at half of the fitted maximal effect; % of control where 0% means no effect
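Tsg101 binding domain (10 uM final) was mixed with compound and a FITC-labeled PTAP peptide (50 nM final) in HEPES pH 7.5 buffer with NaCl, Tween 20, EDTA and TCEP; fluorescence polarization was read after 20 min at r.t.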
B2AR arrestin: beta2AR (human) beta-arrestin recruitment activity. P07550. beta-arrestin recruitment to beta2AR, cell-based reporter. Potency, µM (series often up to 46.1 µM), without a hit: top-dose activation, usual class: activators. actives 0.02% (n = 330,000);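 further: potency means the concentration at half of the fitted maximal effect; 0% = DMSO controls and full agonism = EC100 isoproterenol or metaproterenol; nearly all actives have a fitted effect of over 65% in size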
ELG1 DNA repair: ELG1-dependent DNA repair inhibition. HEK293T ELG1-luciferase reporter, luminescence, 16 h; DNA damage induced by 5-fluorouridine. Potency, µM (series often up to 46.1 µM), without a hit: at the highest dose activity change, negative = inhibition, actives largely listed as inhibitors. actives 2.3% (n = 330,000). AID 504467; further: potency means the concentration at half of the fitted maximal effect; on the % scale 0 is the no-effect control and ±100 the full control effect; nearly all actives have a fitted effect of over 55% in size
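Step one: seed 2,000 cells per well. Step two: pin-transfer compound or DMSO alongside 5-fluorouridine. Step three: incubate 16 hr, 37 °C, 5% CO2. Step four: add ONE-Glo, wait 30 min, read luminescence.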
A-T KAP1 phos: potential ataxia-telangiectasia treatments restoring KAP-1 phosphorylation. actives 0.19% (n = 320,000). […] A-T fibroblasts, KAP-1 phosphorylation AlphaLISA; neocarzinostatin DNA damage 30 min before lysis. Potency, µM (series often up to 57.5 µM), for the others: top-dose activation, hits mostly activators; further: potency means the concentration at half of the fitted maximal effect; % of control where 0% means no effect; nearly all actives have a fitted effect of over 45% in size
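ATM-like activity read as KAP-1 phosphorylation via AlphaLISA donor/acceptor antibody pairs after lysis and 6 hr at 25C. Cells were ATM-null patient fibroblasts ([…], hTERT), dosed 60 min, then exposed to the DSB inducer NCS for 30 min.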
p53 reactivator: restores transcriptional activity of mutant p53; Potency, µM (highest dose often 92.2 µM), without a hit: top-dose activity change, positive = activation, usual class: activators; actives 0.063% (n = 320,000); H1299 p53-A138V BP100-luciferase reporter, luminescence, 24 h; AID 504706; further: potency means the concentration at half of the fitted maximal effect; % of control where 0% means no effect; nearly all actives have a fitted effect of over 45% in size
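p53-null H1299 cells stably carrying temperature-sensitive p53-A138V and a BP100-luciferase reporter were pinned with compounds (4-point, 1:5 series) and held 24 hrs at 37 deg C. Luminescence was read 10 min after detection reagent.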
TCR activator: T cell receptor activation; AID 504894; primary human leukocytes, anti-CD3, IL-2 HTRF, 48 h; 330,000 tested, under 10 active; Potency, µM (top dose mostly 9.22 µM), inactives show top-dose activation of IL-2 secretion, hits mostly activators; further: % of control where 0% means no effect
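Primary human leukocytes incubated 48 hr with anti-CD3 beads plus compound, without co-stimulation. Secreted IL-2 measured by HTRF (europium cryptate/d2 anti-IL-2 pair, 320 nm excitation, 665 nm emission).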
BRCA1 expr up: BRCA1 expression activation; MCF7-BRCA1-FFLuc reporter, luminescence, 48 h; response scale: scaled: vehicle 0%, 10 µM genistein 100%; Potency, µM (titrated, usually from 46.1 µM), for inactives: at the highest dose activation, actives largely listed as activators; actives 1.1% (n = 380,000); further: potency means the concentration at half of the fitted maximal effect; nearly all actives have a fitted effect of over 80% in size; some results filed as inactive show a strong effect at the top dose
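Reporter cells (MCF7, BRCA1 promoter-firefly luciferase) received library compounds across a concentration series for 48 h. End-point luminescence was measured and concentration-effect curves derived after normalization.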
a7 integrin act: activates integrin-mediated alleviation for muscular dystrophy | alpha7betagal myoblasts, beta-gal FDG fluorescence, 48 h | Potency, µM (doses to about 38.3 µM), for inactives: at the top dose activation, most hits filed as activators | actives 0.064% (n = 350,000);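 further: potency means the concentration at half of the fitted maximal effect; 100% = response of the positive control SU9516; nearly all actives have a fitted effect of over 60% in size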
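alpha7betagal+/- myoblasts (passage 13, 250/well) treated 48 h at 37C with compounds at 1:260 dilution of DMSO stock. Lysed, then beta-galactosidase activity read as FDG fluorescence (ex 480/em 540) after 30 min, with pre-read for autofluorescence.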
TRPV1 ag: agonists of human vanilloid receptor 1 (TRPV1); Q8NER1; TRPV1-expressing cells, Fluo-8 calcium influx, agonist mode; activation, % at 8.33 µM; actives 0.19% (n = 320,000); AID 540275; in the data active means activation above about 80%; inconclusive means between about 30% and that limit; further: 0% is about no effect
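Cells expressing TRPV1 were dye-loaded with Fluo-8 and read kinetically: 10 s baseline, 3 min after compound (agonist portion), then 2 min after EC20 capsaicin (allosteric enhancer portion). Calcium-bound dye fluorescence at 480/520 nm.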
Numbers without * were called inactive; ? = inconclusive; . = not tested or not shown; [ ] = another dose, or the depositor's remark. Unless noted, the call rests on the fitted dose curve; in most records, active means well fitted curve in the direction sought with a large enough effect; inconclusive means small, poorly fitted or top-dose-only effect, or another doubt; inactive means no such curve, though single readings can be large; an effect the other way counts as inactive or inconclusive. Compounds as they come; about 3.8% have a hit in one of these screens.

SMILES	MLL CXXC-DNA inh	PTAP TSG101 blk	B2AR arrestin	ELG1 DNA repair	A-T KAP1 phos	p53 reactivator	TCR activator	BRCA1 expr up	a7 integrin act	TRPV1 ag
COc1cccc(N(CC(=O)Nc2cccc(F)c2)S(C)(=O)=O)c1	-3.8%	-3.2%	-0.2%	0.2%	9.6%	-7.9%	-15.0%	-11.2%	-11.8%	2.8
COc1ccccc1-c1oc2ccccc2c1-c1ccc2c(c1)OCO2	.	0.9%	0.1%	?	-0.8%	12.4%	3.3%	-33.9%	-6.4%	-0.9
COC(=O)c1ccc(NC(=S)NC2CCCCC2C)cc1 (centres undefined)	-6.7%	4.9%	-0.4%	-8.2%	2.8%	11.8%	-3.6%[46.1 µM]	-18.0%	-21.0%	?
CCOCCOC(=O)C1=C(C)N(C)C(=O)NC1c1ccccc1F (centres undefined)	-6.5%	1.3%	-0.3%	0.3%	4.4%	0.8%	-0.5%	-1.4%	36.5%[7.66 µM]	0.5
CC(=O)NCCc1c[nH]c2ccc(O)cc12	3.4%	-2.6%	.	.	.	.	-1.5%	11.1%	.	.
O=C(COC(=O)c1c2c(nc3ccccc13)/C(=C/c1ccco1)CC2)NC1CCCC1	0.9%	-0.4%	-2.0%	?	-0.2%	4.4%	-2.8%[46.1 µM]	25.1%	-11.1%	-2.7
CNc1oc(Cc2cccc3ccccc23)nc1C#N	10.6%	-3.0%	-0.8%	0.4%	6.3%	-27.6%	.	-5.5%	-3.6%	?
Cc1ccc2c(c1)nnn2C1CCN(C(=O)c2ccccc2F)CC1	-1.5%	-3.2%	-0.9%	-16.3%	-2.4%[11.5 µM]	-1.0%	8.0%	2.9%	-15.9%	1.5
CCOCCCNC(=O)Cn1cc2c(n1)CCCC2	11.9%	-1.7%	-1.2%	11.3%	-8.5%	-1.2%	0.1%[46.1 µM]	16.9%	13.3%	4.0
COc1ccc(C(=O)OCC(O)COC(=O)c2ccc(OC)cc2)cc1	.	-0.4%	.	.	.	.	1.4%	-4.8%	12.5%	.
OCCn1c(-c2ccc(F)cc2)csc1=Nc1ccccc1	0.5%	-3.8%	-0.3%	26.6%	-7.4%	28.0%	3.2%[46.1 µM]	19.2%	17.0%	-0.4
Cc1cc(OCCSc2nnc(-c3cccs3)n2C)ccc1Cl	5.1%	-7.0%	-0.8%	?	3.6%	-11.0%	0.1%	-16.4%	-0.3%	-1.5
COc1cc(C(=O)OCC(=O)NC2CCCCCC2)ccc1OCC(C)C	.	-2.7%	0.2%	-0.1%	6.7%	1.2%	7.5%	-8.7%	-3.7%	28.4
O=C(NCc1cccnc1)C1CCCN(S(=O)(=O)c2ccccc2)C1 (centres undefined)	-6.2%	-0.3%	-0.1%	-7.1%	11.6%	-2.6%	-4.0%	0.7%	38.2%	-4.4
CCSc1ccccc1C(=O)NCc1ccco1	16.5%	-4.2%	0.1%	2.0%	.	-2.8%	0.3%	-9.0%	-17.5%	-3.1
Cc1noc(C)c1CSCC(=O)Nc1cccc(C(F)(F)F)c1	.	-6.8%	-0.1%	-1.9%	-17.6%	-5.8%	-1.1%	-17.3%	-7.7%	.
COC(=O)c1ccc(N=C2S/C(=C\c3cc(C)n(-c4cccnc4)c3C)C(=O)N2C)cc1	7.7%	1.5%	-1.0%	?	-2.2%	0.5%	0.4%	-68.6%	18.1%	0.1
Cc1ccc(NC(=S)N2CCN(Cc3ccccc3)CC2)cc1	-3.1%	-3.8%	-0.2%	5.4%	2.7%	15.5%	-3.4%	57.3%	-14.8%	8.9
COc1ccccc1N(C(=O)CN1C(=O)c2ccccc2S1(=O)=O)C(C(=O)NCC1CCCO1)c1ccc(F)cc1 (centres undefined)	1.8%	-0.8%	-0.7%	8.4%	2.8%	6.1%	-3.4%	-2.2%	16.9%	3.3
COc1ccccc1OCCSc1nnc(C)n1-c1ccccc1	-9.8%	-8.8%	0.2%	13.1%	.	0.5%	1.6%	38.9%	-5.1%	-2.8
CCC(C)[C@H](N)c1cn([C@@H](CCCCN)C(=O)N2CCNCC2)nn1 (some centres undefined)	-14.4%	0.0%	-0.3%	15.4%	-20.0%	-1.6%	-4.8%	-3.3%	18.7%	-1.7
COc1ccc(NC(=O)/C=C/c2cccc(F)c2)cn1	?	-18.1%	0.1%	?	1.5%	?	-12.8%[46.1 µM]	7.08µM*	7.5%	?
CCn1c(SCC(=O)c2ccc(NS(=O)(=O)c3ccccc3)cc2)nnc1-c1cccs1	-5.6%	-6.9%	0.4%	-14.0%	-3.9%	6.9%	5.9%	2.2%[1.84 µM]	-11.3%	-0.9
CC(=O)Nc1ccc(S(=O)(=O)NC(C)(C#N)C2CC2)cc1 (centres undefined)	-1.7%	-1.3%	0.1%	2.1%	-1.3%	2.5%	-3.8%	-3.9%	-17.0%	0.0
Cc1ccc(NC(=O)COC(=O)CNC(=O)C2CCCCC2)c(Br)c1	-2.3%	-6.0%	-0.1%	18.9%	-0.2%	8.3%	0.5%	0.8%	21.2%	7.7
N#CCCN1CCN(S(=O)(=O)c2ccc(S(=O)(=O)NC3CC3)cc2)CC1	2.1%	-1.6%	-0.2%	7.0%	1.0%	-3.9%	4.0%	1.8%	-7.0%	-5.9
CSc1ncccc1C(=O)NCCc1ccccc1F	9.7%	-0.7%	0.0%	-4.2%	-11.4%	8.8%	1.0%	20.6%	-0.7%	2.3
CCCN(CCC)Cc1c(C(=O)N/N=C/CCc2ccccc2)nnn1-c1nonc1N	-2.1%	-3.8%	-0.6%	0.0%	-2.3%	0.5%	-5.3%	1.6%	3.4%	1.5
CN(c1ccc(OCC(=O)OCC(=O)Nc2ccc(F)cc2)cc1)S(=O)(=O)c1ccc(Cl)cc1	-1.0%	-2.2%	-0.6%	16.2%	0.8%	12.1%	3.6%[46.1 µM]	-5.2%	12.9%	1.0
O=C(O)CCc1nc2ccccc2c(=O)[nH]1	7.4%	-3.2%	-0.9%	1.3%	-5.2%	-0.8%	3.2%	0.4%	-10.6%	.
COc1ccc(CC(=O)Nc2ccccc2N2CCCC2)cc1	-1.6%	-0.4%	-0.9%	-22.3%	-1.8%	-4.0%	0.2%	0.0%	3.1%	6.0
CCOc1ccccc1Nc1nnc(SCC(=O)NCC2CCCO2)s1 (centres undefined)	.	1.1%	-0.9%	-7.9%	2.4%	4.7%	6.1%	2.8%	-11.3%	.
O=C(COC(=O)/C=C/c1ccccc1[N+](=O)[O-])Nc1ccc2[nH]c(=O)[nH]c2c1	.	-5.6%	-1.1%	-1.5%	-2.0%	1.3%	-0.4%	-12.9%	8.8%	.
O=C(NCc1ccccc1)NC(=O)c1ccccc1	1.1%	-3.4%	4.1%	27.5%	8.0%	2.6%	8.0%	30.0%	-1.6%	5.9
CC1CCCCN1C(=O)Cn1c(=O)n(-c2ccc(F)cc2)c(=O)c2sccc21 (centres undefined)	6.4%	-4.7%	-0.1%	-15.8%	-5.4%	-3.7%	4.2%	-1.6%	15.3%	0.4
CCOC(=O)Cc1csc(NC(=O)c2ccc(C)c(S(=O)(=O)N3CCOCC3)c2)n1	.	-8.5%	0.2%	?	25.0%	-7.6%	0.2%	-36.9%	10.5%	8.1
O=C(Nc1ccccc1-c1nc2ccccc2s1)c1ccc(Br)o1	11.7%	-0.3%	-1.1%	-20.5%	1.1%	-0.1%	-18.9%	-43.9%	9.7%[7.66 µM]	-1.5
CC(C)C(=O)Nc1ncc(Cc2cccc(Cl)c2)s1	0.5%	0.5%	0.1%	2.0%	0.6%	14.9%	.	-17.9%	2.6%	26.0
O=C(O)c1cccc(NC(=S)NC(NC(=O)c2cccc([N+](=O)[O-])c2)C(Cl)(Cl)Cl)c1 (centres undefined)	25.4%	2.2%	-0.3%	4.6%	11.2%	15.1%	2.0%	18.7%	-17.1%	1.7
Cc1c(Cc2ccccc2)c(NCCN(C)C)n2c(nc3ccccc32)c1C#N	-5.3%	0.0%	0.3%	?	38.5%	-3.3%	-4.7%	-13.0%	-2.4%	0.2
COc1ccccc1N=Nc1ccc(O)c2ncccc12	-19.8%	-4.3%	9.2%	?	-1.2%	-6.0%	-1.3%	-60.1%	-9.4%	-1.1

Full records, quoted from the list.
CC1CCCCN1C(=O)Cn1c(=O)n(-c2ccc(F)cc2)c(=O)c2sccc21 (centres undefined) reads MLL CXXC-DNA inh: 6.4%; PTAP TSG101 blk: -4.7%; B2AR arrestin: -0.1%; ELG1 DNA repair: -15.8%; A-T KAP1 phos: -5.4%; p53 reactivator: -3.7%; TCR activator: 4.2%; BRCA1 expr up: -1.6%; a7 integrin act: 15.3%; TRPV1 ag: 0.4
CCOc1ccccc1Nc1nnc(SCC(=O)NCC2CCCO2)s1 (centres undefined) reads MLL CXXC-DNA inh: .; PTAP TSG101 blk: 1.1%; B2AR arrestin: -0.9%; ELG1 DNA repair: -7.9%; A-T KAP1 phos: 2.4%; p53 reactivator: 4.7%; TCR activator: 6.1%; BRCA1 expr up: 2.8%; a7 integrin act: -11.3%; TRPV1 ag: .

Screening results from PubChem.
